N370S GC mod – inhibits or activates N370S mutant glucocerebrosidase | 330,000 compounds, 0.092% hits | P04062 | AID 2101 | N370S GC spleen homogenate, 4MU-glucoside fluorescence | Potency, µM (series often up to 59.4 µM), for inactives: at the top dose activity change, negative = inhibition, actives largely listed as inhibitors;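 further: 0% = full enzyme activity and -100% = no enzyme basal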
DT40 TDP1 no CPT – qHTS for Inhibitors of human tyrosyl-DNA phosphodiesterase 1 (TDP1): qHTS in cells in absence of CPT; Potency, µM (doses to about 46.2 µM), inactives show at the top dose activity change, negative = growth inhibition, usual class: inhibitors; 420,000 compounds, 15% hits; DT40 Tdp1-/- hTDP1 cells, no CPT, ATP luminescence, 48 h; further: nearly all actives have a fitted effect of over 55% in size
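Luminescent ATP content (CellTiter-Glo) served as the growth readout. Knockout chicken DT40 cells expressing human TDP1 were exposed to compounds without camptothecin for a minimum 48 hr at 37 °C.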
TDP1 block – inhibitors of human tyrosyl-DNA phosphodiesterase TDP1; Q9NUW8; recombinant TDP1, AlphaScreen DNA substrate cleavage; Potency, µM (doses to about 130 µM), inactives show at the top dose activity change, negative = inhibition, hits mostly inhibitors; 350,000 compounds, 0.28% hits; further: nearly all actives have a fitted effect of over 40% in size
Target sequence (Q9NUW8 whole entry, looked up): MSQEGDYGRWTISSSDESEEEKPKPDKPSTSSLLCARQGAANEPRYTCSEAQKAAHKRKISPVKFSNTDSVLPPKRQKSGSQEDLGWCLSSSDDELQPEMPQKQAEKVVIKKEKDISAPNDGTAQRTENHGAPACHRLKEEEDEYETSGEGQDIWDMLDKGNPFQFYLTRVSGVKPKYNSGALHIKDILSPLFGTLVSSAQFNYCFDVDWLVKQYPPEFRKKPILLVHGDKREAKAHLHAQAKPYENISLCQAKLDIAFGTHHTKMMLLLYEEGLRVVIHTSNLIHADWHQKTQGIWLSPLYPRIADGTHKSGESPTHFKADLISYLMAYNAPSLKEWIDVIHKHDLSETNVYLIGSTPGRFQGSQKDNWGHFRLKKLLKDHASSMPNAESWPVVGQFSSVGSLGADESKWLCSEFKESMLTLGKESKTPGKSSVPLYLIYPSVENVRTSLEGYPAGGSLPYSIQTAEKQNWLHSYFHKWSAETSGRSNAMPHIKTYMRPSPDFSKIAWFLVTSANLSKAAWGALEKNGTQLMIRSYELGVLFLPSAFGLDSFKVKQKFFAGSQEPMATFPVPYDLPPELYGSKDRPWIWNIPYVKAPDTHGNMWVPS
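Signal: AlphaScreen proximity between streptavidin donor and anti-FITC acceptor beads on intact substrate. Reaction: Tdp1 1 nM, substrate 15 nM final, 5 min RT after 15 min compound preincubation.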
* marks the source's active call; other numbers are inactive results; ? = inconclusive; · = not tested or not shown; [ ] = dose if it differs, or a comment. The call rests on the fitted dose curve; in most records, active means well fitted curve in the direction sought with a large enough effect; inconclusive means small, poorly fitted or top-dose-only effect, or another doubt; inactive means no such curve, though single readings can be large; an effect the other way counts as inactive or inconclusive. Unless noted, on the % scale 0 is the no-effect control and ±100 the full control effect; potency means the concentration at half of the fitted maximal effect.

SMILES	N370S GC mod	DT40 TDP1 no CPT	TDP1 block
COc1ccc(NC(=O)CN2CCC(NC(=O)c3ccco3)CC2)c([N+](=O)[O-])c1	3%	-29%	0%
O=C(Nc1ccn(Cc2ccccc2F)n1)c1ccc(COc2ccccc2Cl)cc1	27%	?	3%
Cc1cc(-c2csc(N)n2)c(C)n1Cc1ccccc1	?	?	8%
COc1ccc(/C=C/C(=O)ONC2=NCCCCC2)cc1OC	-7%	?	3%
COc1cccc(Cn2cnc3c2c(=O)n(C)c(=O)n3C)c1	·	12µM*	0%
Cc1ccc(N/N=C(\Cc2nc3ccccc3[nH]2)c2ccccc2)cc1	-8%	0.65µM*	8%
COc1ccc(OC)c(-n2c(C)ccc2-c2ccc(S(C)(=O)=O)cc2)c1	-16%	?	3%
CCCCSCc1nc2ccccn2c1Br	21%	?	6%
O=C(O)/C=C/C(=O)Nc1ccccc1C(=O)OCC(=O)c1ccc2c(c1)OCCO2	0%	7%	3%
CC(C)NC(=O)NC(=O)COC(=O)c1cccc(OC(F)F)c1	7%	-6%	6%
Cc1nn(Cc2ccccc2)c(C)c1NC(=O)CCCn1nc(C)c([N+](=O)[O-])c1C	1%	1%	-1%
O=C(Cn1nnc(-c2ccc(Cl)cc2)n1)NCCC1=CCCCC1	3%	-9%	3%
OCCC1CN(Cc2nc(-c3ccccc3)cs2)CCN1C1CCCC1 (stereo not given)	-14%	?	8%
Cn1c(=O)c2c(nc(CN3CCOCC3)n2CC(O)CO)n(C)c1=O (stereo not given)	-10%	4%	0%
COCCN(C(=O)CCc1ccccc1OC)c1nnc(-c2cccnc2)s1	-3%	?	8%
CCCN(CC1CC1)C(=O)COC(=O)c1oc2ccc(OCC)cc2c1C	·	6.5µM*	-6%
COc1cc(C(=O)NCCCNc2nc3cc(C)c(C)cc3cc2C#N)cc(OC)c1OC	-4%	23µM*	5%
CCOC(=O)c1cnc2c(C)c(-c3ccccc3)[nH]n2c1=O	1%	1%	4%
CCOC(=O)c1c(C)[nH]c(C)c1S(=O)(=O)N1CCC(C(=O)NCc2cccc(C)c2)CC1	·	-9%	5%
CCOC(=O)CN(C(=O)CSc1nnc2c(n1)[nH]c1ccc(OC)cc12)c1ccc(F)cc1	-18%	?	8%
CC(C)c1ccc(CCNC(=O)c2cccc(S(=O)(=O)N3CCN(C)CC3)c2)cc1	-6%	?	1%
COc1ccc(S(=O)(=O)NC(C(C)C)C(C)C)cc1OC	-6%	-2%	3%
CC(C)NC(=S)N1CCC(Cc2ccccc2)CC1	-9%	?	3%
O=S(=O)(Nc1nnc(C(F)(F)F)s1)c1ccc(Cl)cc1	12%	7%	·
CC1CC[C@@]2(C(=O)O)CCC3(C)C(=CCC4[C@]5(C)CC(O)C(O)[C@](C)(CO)C5C(O)C[C@@]43C)C2C1C (stereo not given in full)	-15%	0%	-11%[56.1 µM]
CC1=C(C)C(=O)N(CCC(=O)O)C1=O	3%	-4%	1%
CCOC(=O)C1=C(C)N=C2SCCC(=O)N2[C@@H]1c1cccs1	2%	-23%	1%
CCCn1c(SCC(=O)N2c3ccccc3Sc3ccccc32)nc2ccccc21	?	?	8%
Cc1cc(C)cc(NC(=O)CCN2CCCC2)c1	1%	-21%	1%
O=C(Nc1ccc(C(=O)N2CCOCC2)cc1)c1cc(-c2cccnc2)nc2ccc(Cl)cc12	-12%	2.1µM*	-3%

In the list so far, two contain a furan ring, fused or not.
SMILES	N370S GC mod	DT40 TDP1 no CPT	TDP1 block
COc1ccc(NC(=O)CN2CCC(NC(=O)c3ccco3)CC2)c([N+](=O)[O-])c1	3%	-29%	0%
CCCN(CC1CC1)C(=O)COC(=O)c1oc2ccc(OCC)cc2c1C	·	6.5µM*	-6%

(cont.)
SMILES	N370S GC mod	DT40 TDP1 no CPT	TDP1 block
COc1ccccc1N1C(=O)C2C(c3ccccc3F)NN(C(=O)c3ccc(C)cc3)C2C1=O (stereo not given)	-10%	-1%	-1%
CC12C=C(/C=C/c3ccc(Br)cc3)C(C)(C1)C(c1ccc(Br)cc1)CC2=O (stereo not given)	2%[12.8 µM]	·	7%[21 µM]
CCCC(=O)NC(=S)Nc1cccc(NC(=O)c2ccccc2Cl)c1	-2%	?	1%
COc1cc(OC)cc(C(=O)NCC(=O)OCC(=O)NC(C)(C)C)c1	-2%	-21%	0%
COc1ccccc1NS(=O)(=O)c1cccc(NC(=O)c2sc3ccccc3c2Cl)c1	14%	?	3%
O=C(Nc1cc(C(F)(F)F)ccc1N1CCOCC1)c1ccncc1	·	?	0%
O=C(CSC1=NS(=O)(=O)c2cc(F)ccc2N1)Nc1cccc(F)c1	3%	0%	4%
COc1cc(OC)cc(C(=O)NC2CCSc3ccccc32)c1 (stereo not given)	-12%	23µM*	4%
COc1ccc(NC(C)=O)c2nc(C)c(C)nc12	-9%[2.35 µM]	2%	6%
O=C(NCc1ccco1)Nc1ccccc1Cl	7%	1%	7%
CC(C)CCNc1nc2c(S(=O)(=O)c3ccc(Br)cc3)nnn2c2ccsc12	·	-24%	0%
O=[N+]([O-])c1cccc(-c2cn3ccccc3n2)c1	6%	?	3%
CC1=C(C(=O)OC(C)C)C(c2ccccc2)NC(=O)N1C (stereo not given)	-3%	?	·
CC(C(=O)Nc1cccnc1)N1C(=O)c2ccccc2C1=O (stereo not given)	4%	-8%	4%
CC(=O)Nc1ccc2c(c1)OCCOCCOc1cc(NC(C)=O)ccc1OCCO2	-18%	?	-8%
COc1ccc(-c2cnnn2-c2ccc(N)cc2)cc1OC	6%	0%	-15%
CCN1CCSc2ccc(C(=O)NCc3ccc(OC)cc3)cc21	·	?	6%
O=C(NCCc1ccccc1)c1ccc2c(c1)N(Cc1ccccc1)CCS2	?	?	1%
COc1ccc(CCN(C)CC(O)COC(c2ccc(F)cc2)c2ccc(F)cc2)cc1OC (stereo not given)	-25%	?	·
CCN1CCN(CCCNC(=O)Cn2c(-c3cccs3)cc3cc(F)ccc32)CC1	·	?	-2%
N#CCN1C(=O)C(=O)N(Cc2cccc(Cl)c2)C1=O	4%	26%	·
N#CCCN(Cc1ccccc1)C(=S)Nc1ccccc1	-6%	-20%	1%
Cc1cc2cc3c(cc2nc1SCC(=O)N1CCCC1)OCCO3	3%	?	2%
C=CC[C@@H](CC(=O)OC(C)(C)C)C(=O)OC[C@@H]1CCCN1C(=O)[C@@H](CC=C)CC(=O)N(CCO)Cc1ccccc1	·	?	-3%
COc1ccc(CCC(=O)NNC(=O)c2ccc(F)cc2)cc1	-5%	11%	2%
COc1ccc(N2C(=O)CSC(c3ccccc3)C2=O)cc1 (stereo not given)	3%	1%	5%
Cc1ccc(Cc2c(C)nc3nc(SCC(=O)NCCCN4CCCCC4)nn3c2C)cc1	-7%	-15%	4%[0.0935 µM]
CCCc1nnc(SCC(=O)NC2CCCC2)n1CCOC	-8%	1%	0%
CC1CCCCN1CCCNc1ccc(C(CC(N)=O)NC(=O)Cc2cccc3ccccc23)cc1[N+](=O)[O-] (stereo not given)	-11%	-1%	·
NCCCCCc1nnc(SCc2cccc(Cl)c2)o1	0%	-75%	5%

Some of the entries so far, field by field:
SMILES: CC1=C(C(=O)OC(C)C)C(c2ccccc2)NC(=O)N1C (stereo not given)
  N370S GC mod: -3%	DT40 TDP1 no CPT: ?	TDP1 block: ·

SMILES: CC(C(=O)Nc1cccnc1)N1C(=O)c2ccccc2C1=O (stereo not given)
  N370S GC mod: 4%	DT40 TDP1 no CPT: -8%	TDP1 block: 4%

SMILES: CC(=O)Nc1ccc2c(c1)OCCOCCOc1cc(NC(C)=O)ccc1OCCO2
  N370S GC mod: -18%	DT40 TDP1 no CPT: ?	TDP1 block: -8%

SMILES: COc1ccc(-c2cnnn2-c2ccc(N)cc2)cc1OC
  N370S GC mod: 6%	DT40 TDP1 no CPT: 0%	TDP1 block: -15%

The list goes on:
SMILES	N370S GC mod	DT40 TDP1 no CPT	TDP1 block
Cc1cc(O)c(C(=O)Cc2csc(C)n2)c(O)c1	-3%	-20%	·
COCCn1cc(C(=O)NCCCN2CCC(C)CC2)c2c3ccccc3n(C)c2c1=O	-11%	?	1%
Cc1cc(C)nc(Nc2n[nH]c(C)n2)n1	-1%	-2%	2%
CC(=O)N1N=C(c2ccc(NS(=O)(=O)c3ccccc3)cc2)CC1c1ccco1 (stereo not given)	·	2.3µM*	3%
O=C(CCSCCC(=O)Nc1ccccc1F)Nc1ccccc1F	6%	0%	1%
N#Cc1nc(-c2ccc(COc3ccc(Cl)cc3)o2)oc1N1CCN(c2ccccc2)CC1	·	-2%	-2%
COc1cccc(CN(C)C(=O)CSCC(=O)Nc2cc(C)on2)c1OC	-4%	-15%	-2%
CCOc1ccc(C=Nc2cccc3ncccc23)cc1	-2%	-3%	-3%
COc1ccc(OC)c(C2C3=C(CC(C)(C)CC3=O)Nc3nnnn32)c1 (stereo not given)	2%	-7%	-3%
O=C(CSc1nc2c([nH]c3ccccc32)c(=O)n1-c1ccccc1)Nc1ccc(Cl)c(Cl)c1	·	10µM*	1%
CCOc1cccc2sc(N(CCN(C)C)C(=O)c3ccc4c(c3)OCCO4)nc12	-5%	-29%	7%
COc1ccccc1/C=C/C(=O)OCC(=O)NNC(=O)c1ccccc1	0%	18µM*	1%
CC(=O)c1cccc(NC(=O)/C(=C\c2cccnc2)NC(=O)c2ccc(C)cc2)c1	-27%	4%	-8%
CCC(C)C(=O)Nc1nc(C)c(-c2csc(Nc3cc(Cl)ccc3OC)n2)s1 (stereo not given)	-1%	10µM*	3%
CC1CCCCN1S(=O)(=O)c1ccc2c(c1)CCN2C(=O)C1CC1 (stereo not given)	11%	-8%	0%

Record cards (already shown). Screens in order: N370S GC mod | DT40 TDP1 no CPT | TDP1 block
`CCOc1ccc(C=Nc2cccc3ncccc23)cc1` is entered as -2% | -3% | -3%
`CC(=O)c1cccc(NC(=O)/C(=C\c2cccnc2)NC(=O)c2ccc(C)cc2)c1` is entered as -27% | 4% | -8%
`COCCn1cc(C(=O)NCCCN2CCC(C)CC2)c2c3ccccc3n(C)c2c1=O` is entered as -11% | ? | 1%
`CCOc1cccc2sc(N(CCN(C)C)C(=O)c3ccc4c(c3)OCCO4)nc12` is entered as -5% | -29% | 7%
`CC1CCCCN1S(=O)(=O)c1ccc2c(c1)CCN2C(=O)C1CC1` (stereo not given) is entered as 11% | -8% | 0%

(further entries)
SMILES	N370S GC mod	DT40 TDP1 no CPT	TDP1 block
Cc1cc2nc(-c3ccc[nH]c3=O)[nH]c2cc1C	?	10µM*	·
CCOC(=O)c1c(NC(=O)CSc2nc3ccccc3o2)sc(C)c1C	-4%	?	7%
CC(=O)Nc1ccc(S(=O)(=O)Nc2cccc(-c3nc4ccccc4o3)c2)cc1	9%	1%	8%
CCN(Cc1cnn(C)c1)C(=O)c1cc(COc2cc(C)c(Cl)c(C)c2)on1	-21%	?	1%
CS(=O)(=O)N1CCN(c2ccccc2NC(=O)CSc2ccc(Cl)cc2)CC1	-3%	?	7%
COc1ccc(/C=N\Nc2ccc([N+](=O)[O-])cc2)c(C(=O)O)c1OC	-2%	2%	5%
Cc1cc(C)cc(NC(=O)C2CCN(S(=O)(=O)c3ccc4c(c3)NC(=O)C(C)S4)CC2)c1 (stereo not given)	-16%	-24%	0%
O=C(Nc1ccc2c(c1)OCCO2)C1CC1c1ccccc1 (stereo not given)	-1%	?	·
CC1(C)CC(=O)C(C(=O)/C=C/c2ccco2)C(=O)C1	-14%	21µM*	6%
Cc1cccc(NC(=O)c2nc(-c3ccccc3)n(-c3ccccc3)n2)c1C	?	?	6%
O=C(c1ccc(Br)o1)N1CCN(Cc2ccc3c(c2)OCO3)CC1	10%	-25%	7%
Cc1cc(C)c2nc(Cl)c(CN(Cc3ccco3)C(=O)Nc3ccccc3C)cc2c1	-16%	4.6µM*	-4%
Cn1c(=O)c2c(nc(Sc3ncnn3CC(=O)NC(C)(C)C)n2C)n(C)c1=O	1%	15%	1%
CCOC(=O)c1ccc(NC(=O)CN(Cc2ccc(C)cc2)S(=O)(=O)c2ccc(C)cc2)cc1	·	13µM*	3%[2.28 µM]
Cn1cnnc1SCc1cccc(Br)c1	-15%	2%	0%
O=C(CNS(=O)(=O)c1ccccc1)N1CCc2ccccc2C1	-1%	6%	·
Cc1ccc(S(=O)(=O)N2CCN(C(=O)C3COc4ccccc4O3)CC2)cc1C (stereo not given)	·	-25%	-1%
O=C(Cc1ccccc1F)N1CCN(S(=O)(=O)c2ccc(Cl)cc2)CC1	·	-10%	0%
CC(=O)Nc1nnc(SCC(=O)NCc2ccc3c(c2)OCO3)s1	2%	5%	1%
Cc1cccc(NC(=O)c2ccc(C(=O)Nc3cccc(C)c3C)cc2)c1C	·	3%	1%[12.3 µM]
CCOC(=O)c1oc2ccccc2c1NC(=O)C(C)(C)C	19%	-20%	6%

Source: PubChem

A portion of the library; count on the stated rates, not on these rows.
